Assay outcomes (PubChem BioAssay)
STEP inh: inhibitors of human striatal-enriched phosphatase STEP | P54829 | recombinant STEP, OMFP fluorogenic substrate, fluorescence | inhibition, % at 20 µM | hit rate 0.25% among 360,000 | AID 588621;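 active = inhibition at 20 µM, scaled per plate between control wells, above about 37%, limit read from the data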;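 also: 0% = DMSO with enzyme and substrate and 100% = substrate only without enzyme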
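System: STEP phosphatase, cell-free reaction; Buffer or medium: Bis-Tris pH 6.0 buffer with DTT, detergent; Incubation: 20 min at room temperature, dark; Measured by: fluorescence, 480/540 nm.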
NadD block: blocks S. aureus nicotinate mononucleotide adenylyltransferase; purified NadD enzyme, colorimetric absorbance read-out; hit rate 0.78% among 360,000; inhibition, % at 20 µM; AID 602399; in the data active = inhibition above about 26%; also: some compounds past the cut are filed as inactive
SUMO1 PPI mod: SUMO1-SIM interaction modulation; P63165; SUMO1 binding to a labelled peptide, TR-FRET, 1 h; inhibition, % at 20 µM; hit rate 0.33% among 360,000; in the data active = inhibition above about 37%
Rpn11 inh: inhibitors of human proteasome Rpn11 | human 26S proteasome, Ub4-pepOG fluorescence polarization; 20S core pre-blocked with epoxomicin | calls only at 20 µM | O00487 | hit rate 0.59% among 360,000;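 active = inhibition at 20 µM, scaled to each plate's controls, above about 33%, limit read from the data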
Target sequence (O00487 whole entry, looked up): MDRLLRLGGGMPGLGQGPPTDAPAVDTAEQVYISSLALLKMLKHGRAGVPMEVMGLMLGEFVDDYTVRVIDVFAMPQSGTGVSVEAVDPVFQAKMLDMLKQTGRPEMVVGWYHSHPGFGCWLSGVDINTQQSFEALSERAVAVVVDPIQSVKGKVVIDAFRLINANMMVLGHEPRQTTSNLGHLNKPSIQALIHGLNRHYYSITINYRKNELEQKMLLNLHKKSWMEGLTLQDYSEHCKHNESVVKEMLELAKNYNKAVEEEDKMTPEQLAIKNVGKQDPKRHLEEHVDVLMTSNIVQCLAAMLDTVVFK
LMPTP block: blocks human LMPTP phosphatase; P24666; recombinant LMPTP-A, OMFP fluorogenic substrate, fluorescence intensity; inhibition, % at 20 µM; hit rate 0.22% among 360,000;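 active = compounds that cut the enzyme signal by at least half of the control window in the single-dose screen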;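 also: plate controls were DMSO wells with enzyme plus substrate for no effect and substrate without enzyme for full effect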
Target sequence (P24666 whole entry, looked up): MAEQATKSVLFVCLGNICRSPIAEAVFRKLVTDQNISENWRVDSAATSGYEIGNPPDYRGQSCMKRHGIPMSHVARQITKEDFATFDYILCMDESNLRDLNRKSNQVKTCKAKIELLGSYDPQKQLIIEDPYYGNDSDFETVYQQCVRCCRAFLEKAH
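Buffer or medium: Bis-Tris pH 6.0, DTT, detergent; Assay system: LMPTP-A enzyme; Quantity: 0.625 nM enzyme; Detection: endpoint fluorescence intensity; Times: 50 min dark incubation at room temperature; Controls: substrate-only low control, DMSO enzyme-plus-substrate high control; Doses: single 20 µM dose; Read-out: percent inhibition versus substrate-only and uninhibited controls; Reagent: 400 µM OMFP.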
CSN deneddyl inh: CSN deneddylation inhibition | hit rate 0.38% among 360,000 | Q92905 | Purified CSN, SCF-Nedd8-OG deneddylation, fluorescence polarization | AID 651999 | inhibition, % at 12.5 µM;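 active = pattern-corrected inhibition above about 35%, with an unprinted fluorescence ratio check between 0.5 and 1.5, limit read from the data, passing the limit was not always enough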;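 also: 0% = enzyme with substrate and 100% = substrate without enzyme; some results filed as inactive read as strong as hits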
Target sequence (Q92905 whole entry, looked up, one chain of several): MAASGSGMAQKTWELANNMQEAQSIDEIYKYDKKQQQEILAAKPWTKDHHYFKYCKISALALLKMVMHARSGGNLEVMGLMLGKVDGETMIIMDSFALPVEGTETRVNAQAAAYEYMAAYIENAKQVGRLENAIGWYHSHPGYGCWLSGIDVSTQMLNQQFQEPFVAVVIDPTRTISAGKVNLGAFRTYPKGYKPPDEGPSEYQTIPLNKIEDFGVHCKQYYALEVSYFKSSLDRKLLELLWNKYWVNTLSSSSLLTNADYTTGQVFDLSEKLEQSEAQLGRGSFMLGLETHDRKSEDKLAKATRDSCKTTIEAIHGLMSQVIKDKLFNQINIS
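Material: human Csn5 produced in HEK293T cells; Input: enzyme 0.24 nM; Reagent: SCFSkp2-Nedd8OG substrate at 10 nM final; Dosing: 12.5 µM compound; Incubation: 90 min reaction at room temperature; Detection: fluorescence polarization of the substrate; Evaluation: % inhibition of substrate cleavage by Csn5; Control set: substrate-only high control, full reaction low control.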
Scp-1 inhibitor: Scp-1 (human) phosphatase inhibition | Q9GZU7 | Recombinant Scp1, phosphopeptide, malachite green phosphate absorbance | inhibition, % at 20 µM | hit rate 0.88% among 340,000 | AID 493091;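 active = inhibition above about 50% at 20 µM, limit read from the data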;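 also: plate controls were DMSO wells with enzyme for no effect and wells lacking enzyme for full effect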
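Test system – truncated SCP-1 phosphatase (76-261aa) · Reagent – Phosphorylated 17-residue peptide substrate · Incubation – 45 min room-temperature reaction, 5 min colour, 30 min stabiliser · Detection – colorimetric phosphate reagent with accelerator and stabiliser, absorbance at 630 nm · Measure – % inhibition at 20 µM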
Rin1-Abl PPI inh: inhibitors of human Rin1-Abl protein interaction; TR-FRET Rin1/Abl binding, biochemical; inhibition, % at 7.35 µM; AID 588664; hit rate 0.4% among 360,000; P00519+Q13671; in the data active = inhibition above about 5%, passing the limit was not always enough
DNMT1 inh: blocks human DNA methyltransferase DNMT1; AID 588458; hit rate 0.83% among 360,000; P26358; inhibition (reported as % activation of signal), % at 10 µM; DNMT1 molecular beacon, Hinp1I cleavage, fluorescence; in the data active = inhibition above about 50%
Neddylation inh: inhibitors of human cullin neddylation; P61081+Q13564; TR-FRET cullin neddylation, biochemical; calls only at 25 µM; hit rate 0.58% among 360,000; in the data active = inhibition above about 36%
An asterisk follows results filed as active; i = inactive; nt = no result given.

Letters – A = STEP inh; B = NadD block; C = SUMO1 PPI mod; D = Rpn11 inh; E = LMPTP block; F = CSN deneddyl inh; G = Scp-1 inhibitor; H = Rin1-Abl PPI inh; I = DNMT1 inh; J = Neddylation inh
1. Cn1nc(C(=O)OCC(=O)NCc2ccc(Cl)cc2)c2ccccc2c1=O
  A = 4 | B = -9 | C = -12 | D = i | E = -0.1 | F = -3 | G = -10 | H = 2 | I = 2 | J = i

2. CCC[C@H](CN[C@@H](CNC)[C@H](C)O)NCCc1ccc(OC)cc1
  A = 0 | B = -4 | C = -2 | D = i | E = -2.6 | F = -2 | G = 4 | H = 2 | I = 1 | J = i

3. COc1cccc(NC(=O)C(Cc2ccccc2)NC(=O)C2CCC(C)CC2)c1 (stereo not given)
  A = -3 | B = -2 | C = -1 | D = i | E = -3.4 | F = -3 | G = -13 | H = -5 | I = -2 | J = i

4. CCn1c(SCc2ccccc2F)nnc1-c1ccncc1
  A = 2 | B = -4 | C = 0 | D = i | E = -1.7 | F = -4 | G = -7 | H = -1 | I = 4 | J = i

5. O=C(COc1ccc(Cl)cc1)NCc1ccccc1
  A = -1 | B = 0 | C = 2 | D = i | E = -0.5 | F = 1 | G = -9 | H = 4 | I = 0 | J = i

6. CC(=O)c1cc(C#N)c(SCCC(C)C)nc1C
  A = 6 | B = -3 | C = 4 | D = i | E = 2.5 | F = 2 | G = -9 | H = -1 | I = 9 | J = i

7. CN(C)C(=O)COC(=O)c1cc(Cl)cc(Cl)c1N
  A = 1 | B = -3 | C = 2 | D = i | E = 0.4 | F = -8 | G = 15 | H = -4 | I = -1 | J = nt

8. O=[N+]([O-])c1cc(Cl)ccc1Sc1cccc2cccnc12
  A = 6 | B = -1 | C = -20 | D = i | E = 2.6 | F = -1 | G = 11 | H = -2 | I = -3 | J = i

9. CC1=C(C(=O)N(C)C)C(c2ccc(Cl)c(Cl)c2)NC(=O)N1 (stereo not given)
  A = 0 | B = 5 | C = 1 | D = i | E = -1.7 | F = 1 | G = 1 | H = 2 | I = -1 | J = i

10. CCOc1ccc(C2=C/C(=C/c3cccnc3)C(=O)O2)cc1
  A = -2 | B = 5 | C = -5 | D = i | E = -0.8 | F = 12 | G = 8 | H = 2 | I = -8 | J = i

11. Cc1ccc(-c2nc3ccc(Cl)cn3c2CC2CCCCC2)cc1
  A = -1 | B = -7 | C = 0 | D = i | E = -0.8 | F = -5 | G = nt | H = 1 | I = 13 | J = i

12. Cc1[nH]c2ccccc2c1-c1csc(NC(=O)CSCCO)n1
  A = 1 | B = 0 | C = 14 | D = i | E = 0.4 | F = 5 | G = -8 | H = 3 | I = -19 | J = i

13. COc1ccc(N(C(C)=O)c2nc3ccccc3[nH]2)cc1
  A = 0 | B = 0 | C = 1 | D = i | E = -2.0 | F = 2 | G = 6 | H = -2 | I = 3 | J = i

14. O=C(NC(N1CCOCC1)C(Cl)(Cl)Cl)c1ccco1 (stereo not given)
  A = -2 | B = -3 | C = 0 | D = i | E = 0.3 | F = -5 | G = -1 | H = 1 | I = -2 | J = i

15. CCOC(=O)Cc1nnc(NC(=O)C(CC)Sc2nc(C)cc(=O)[nH]2)s1 (stereo not given)
  A = 3 | B = 3 | C = 3 | D = i | E = -0.1 | F = 0 | G = -5 | H = 1 | I = 1 | J = i

Next section; it opens with the 5 that closed the last part.
Letters – A = STEP inh; B = NadD block; C = SUMO1 PPI mod; D = Rpn11 inh; E = LMPTP block; F = CSN deneddyl inh; G = Scp-1 inhibitor; H = Rin1-Abl PPI inh; I = DNMT1 inh; J = Neddylation inh
11. Cc1ccc(-c2nc3ccc(Cl)cn3c2CC2CCCCC2)cc1
  A = -1 | B = -7 | C = 0 | D = i | E = -0.8 | F = -5 | G = nt | H = 1 | I = 13 | J = i

12. Cc1[nH]c2ccccc2c1-c1csc(NC(=O)CSCCO)n1
  A = 1 | B = 0 | C = 14 | D = i | E = 0.4 | F = 5 | G = -8 | H = 3 | I = -19 | J = i

13. COc1ccc(N(C(C)=O)c2nc3ccccc3[nH]2)cc1
  A = 0 | B = 0 | C = 1 | D = i | E = -2.0 | F = 2 | G = 6 | H = -2 | I = 3 | J = i

14. O=C(NC(N1CCOCC1)C(Cl)(Cl)Cl)c1ccco1 (stereo not given)
  A = -2 | B = -3 | C = 0 | D = i | E = 0.3 | F = -5 | G = -1 | H = 1 | I = -2 | J = i

15. CCOC(=O)Cc1nnc(NC(=O)C(CC)Sc2nc(C)cc(=O)[nH]2)s1 (stereo not given)
  A = 3 | B = 3 | C = 3 | D = i | E = -0.1 | F = 0 | G = -5 | H = 1 | I = 1 | J = i

16. Cn1c2c(c(=O)n(C)c1=O)C(NC(=O)c1cccs1)(C(F)(F)F)C(=O)N2 (stereo not given)
  A = 0 | B = 0 | C = 15 | D = i | E = -0.4 | F = 2 | G = -13 | H = 3 | I = 3 | J = i

17. CCC(C(=O)NC1CCCC1)n1c(-c2ccccn2)nc2ccccc21 (stereo not given)
  A = nt | B = nt | C = -4 | D = nt | E = 0.1 | F = 1 | G = nt | H = nt | I = nt | J = i

18. COc1ccc(C(CNC(=O)c2ccc(-c3nc4ccccc4s3)o2)N2CCCC2)cc1 (stereo not given)
  A = 2 | B = -3 | C = -29 | D = i | E = 0.7 | F = 4 | G = -7 | H = -4 | I = -2 | J = i

19. O=C(COCC(=O)Nc1cccc(C(F)(F)F)c1)Nc1cccc(C(F)(F)F)c1
  A = -1 | B = -8 | C = -3 | D = i | E = 3.1 | F = 0 | G = -12 | H = -2 | I = -13 | J = i

20. CN1CCN(c2ccc(CNC(=O)c3ccc(-c4cnn(C)c4)c4ccoc34)cc2)CC1
  A = 3 | B = -3 | C = 11 | D = i | E = 4.9 | F = -1 | G = nt | H = -7 | I = 0 | J = i

21. Cc1ccc(N(CC(=O)Nc2c(C)cccc2C)S(C)(=O)=O)cc1
  A = -2 | B = -4 | C = 1 | D = i | E = -2.4 | F = 1 | G = -3 | H = 2 | I = -1 | J = i

22. COCCNC(=O)c1cc(S(=O)(=O)N(C)c2ccccc2OC)ccc1C
  A = 0 | B = -5 | C = -5 | D = i | E = -0.7 | F = 4 | G = -2 | H = -2 | I = -4 | J = i

23. CN1OC[C@@H]2CN(Cc3ccccc3)[C@H](c3cccc(N4CCOCC4)c3)C[C@@H]21
  A = -4 | B = 2 | C = 4 | D = i | E = 0.0 | F = 1 | G = -41 | H = -2 | I = 29 | J = i

24. COc1cc(C(=O)OCC(=O)Nc2ccc(F)cc2F)cc(OC)c1OC
  A = -2 | B = 0 | C = 3 | D = i | E = -1.1 | F = 2 | G = -7 | H = -5 | I = 2 | J = i

3 entries out of the list, sorted by number of heavy atoms, rising:
Letters – A = STEP inh; B = NadD block; C = SUMO1 PPI mod; D = Rpn11 inh; E = LMPTP block; F = CSN deneddyl inh; G = Scp-1 inhibitor; H = Rin1-Abl PPI inh; I = DNMT1 inh; J = Neddylation inh
16. Cn1c2c(c(=O)n(C)c1=O)C(NC(=O)c1cccs1)(C(F)(F)F)C(=O)N2 (stereo not given)
  A = 0 | B = 0 | C = 15 | D = i | E = -0.4 | F = 2 | G = -13 | H = 3 | I = 3 | J = i

23. CN1OC[C@@H]2CN(Cc3ccccc3)[C@H](c3cccc(N4CCOCC4)c3)C[C@@H]21
  A = -4 | B = 2 | C = 4 | D = i | E = 0.0 | F = 1 | G = -41 | H = -2 | I = 29 | J = i

20. CN1CCN(c2ccc(CNC(=O)c3ccc(-c4cnn(C)c4)c4ccoc34)cc2)CC1
  A = 3 | B = -3 | C = 11 | D = i | E = 4.9 | F = -1 | G = nt | H = -7 | I = 0 | J = i
